All columns: NCI-60 one-dose screen, growth in % after 48 h at 10 µM unless noted; 100 = growth as untreated, 0 = no growth, -100 = all killed.
NCI/ADR-RES = NCI/ADR-RES ovarian cells; 4.4% of 81,000 active; AID 1794790
NCI-H460 = NCI-H460 lung cancer. 6.8% of 82,000 active. AID 1794736
NCI-H23 = NCI-H23 lung cancer; 4% of 80,000 active; AID 1794731
NCI-H322M = NCI-H322M lung cancer. 2.7% of 80,000 active. AID 1794733
OVCAR-4 = OVCAR-4 ovarian cancer cells | 3.7% of 80,000 active | AID 1794784
SK-OV-3 = SK-OV-3 ovarian cancer cells. 3.2% of 80,000 active
NCI-H522 = NCI-H522 lung cancer. 8% of 78,000 active. AID 1794739
NCI-H226 = NCI-H226 lung cancer; 3.5% of 79,000 active
IGROV1 = IGROV1 ovarian cancer | 4.7% of 79,000 active | AID 1794786
The depositor's hits bear a star; · = not tested or not shown. How the source made its calls: active means growth percent below 10; inactive means the rest.

SMILES	NCI/ADR-RES	NCI-H460	NCI-H23	NCI-H322M	OVCAR-4	SK-OV-3	NCI-H522	NCI-H226	IGROV1
CCCC(=O)C(CC)C(=O)Nc1ccccc1 (stereo unspecified)	107	99	·	·	99	102	84	103	109
CCCCn1ccnc1C	104	112	96	107	107	104	102	106	111
CCOc1cc(CNc2cccc3[nH]c(C(F)(F)F)nc23)ccc1OC	84	90	87	101	74	91	79	87	107
COc1cc(NC(=O)CN2CCN(c3cc(=O)[nH]c4ccc(F)cc34)CC2)cc(OC)c1OC	98	109	97	89	96	96	93	97	90
COc1cc(CNC(=O)/C=C/c2ccccc2)ccc1OCc1cn(-c2ccc(Cl)cc2)nn1	78	91	81	95	50	90	68	74	96
CC(C)C(=O)Nc1cc(Cl)ccc1Cl	103	103	101	102	117	123	103	99	108
Nc1ccc(S(=O)(=O)Nc2cccc(NS(=O)(=O)c3ccc(N)cc3)c2)cc1	107	111	95	97	98	88	69	106	109
COc1ccccc1C1CC(c2ccccc2)=NN1C(=O)c1ccc(S(N)(=O)=O)cc1 (stereo unspecified)	101	103	92	95	101	90	99	98	92
NC[C@@H]1CC[C@@H](N)[C@@H](O[C@H]2[C@H](O)[C@@H](O[C@H]3O[C@H](CO)[C@@H](O)[C@H](N)[C@H]3O)[C@H](N)C[C@@H]2N)O1	110	117	109	104	109	113	109	108	107
CN1C(=O)N2CCc3c([nH]c4ccccc34)C2c2ccccc21 (stereo unspecified)	103	94	89	91	85	72	54	80	88
CCCCCNCC(O)Cc1ccccc1OC (stereo unspecified)	96	105	100	·	108	94	93	109	102
O=S(=O)(Nc1ccc(Cl)c(C(F)(F)F)c1)c1ccc(-c2cnc(C3CC3)o2)cc1	3.0*	7.1*	20	44	26	0.8*	-1.8*	47	24
COc1ccc(Nc2n[nH]c(N)c2C(=O)Nc2ccccc2)c(OC)c1	105	100	93	95	98	90	86	90	109
COc1cc(-c2ccc[nH]2)[nH]c1/C=C1\N=C(C)C(C(=O)CCCC(=O)Nc2ccc(-c3c4nc(c(-c5ccccc5)c5ccc([nH]5)c(-c5ccccc5)c5nc(c(-c6ccccc6)c6ccc3[nH]6)C=C5)C=C4)cc2)=C1C	103	103	101	103	100	102	·	79	107
Cc1sc2nc(Cc3nc4ccccc4s3)[nH]c(=O)c2c1C	97	102	90	93	109	98	99	89	74
COc1cccc(C=O)c1O	103	109	95	95	101	99	109	97	129
CCOC(=O)c1nn(C)c(=S)n(C)c1=O	101	116	97	106	105	96	88	92	96
OCCN(CCO)Cc1cc(O)c(CN(CCO)CCO)cc1O	94	102	101	110	114	101	102	109	106
Oc1cccc(O)c1O	106	107	96	84	96	111	·	99	118
O=C1OCCN1NCc1ccc([N+](=O)[O-])o1	107	102	·	·	113	107	80	100	110
CC(=O)Nc1nc2ccc(Oc3ccnc(NCCNS(=O)(=O)c4ccc(Cl)cc4)n3)cc2s1	94	83	75	·	59	25	63	62	84
CCN(CC)CCCOc1ccc2c(c1)O/C(=C\c1cccc(OC)c1)C2=O	95	87	84	90	94	115	99	88	98
COc1c(N2CC3CCCNC3C2)c(F)cc2c(=O)c(C(=O)NN3C(=O)c4ccccc4C3=O)cn(C3CC3)c12 (stereo unspecified)	117	110	109	98	105	112	110	103	101
CCOC(=O)CCCN1C/C(=C\c2ccccc2)C(=O)c2cc(C)ccc21	98	104	97	103	99	87	80	92	116
CC(C)(C)OC(=O)N1CCc2c(sc3ncnc(Nc4ccc(NC(=S)Nc5ccccc5)cc4)c23)C1	95	91	87	90	93	58	61	78	70

Reprinted from the part before: 7 compounds, followed by the next part.
SMILES	NCI/ADR-RES	NCI-H460	NCI-H23	NCI-H322M	OVCAR-4	SK-OV-3	NCI-H522	NCI-H226	IGROV1
Oc1cccc(O)c1O	106	107	96	84	96	111	·	99	118
O=C1OCCN1NCc1ccc([N+](=O)[O-])o1	107	102	·	·	113	107	80	100	110
CC(=O)Nc1nc2ccc(Oc3ccnc(NCCNS(=O)(=O)c4ccc(Cl)cc4)n3)cc2s1	94	83	75	·	59	25	63	62	84
CCN(CC)CCCOc1ccc2c(c1)O/C(=C\c1cccc(OC)c1)C2=O	95	87	84	90	94	115	99	88	98
COc1c(N2CC3CCCNC3C2)c(F)cc2c(=O)c(C(=O)NN3C(=O)c4ccccc4C3=O)cn(C3CC3)c12 (stereo unspecified)	117	110	109	98	105	112	110	103	101
CCOC(=O)CCCN1C/C(=C\c2ccccc2)C(=O)c2cc(C)ccc21	98	104	97	103	99	87	80	92	116
CC(C)(C)OC(=O)N1CCc2c(sc3ncnc(Nc4ccc(NC(=S)Nc5ccccc5)cc4)c23)C1	95	91	87	90	93	58	61	78	70
COc1cc(/C=N/Nc2ncnc3c2c(C)nn3-c2ccc([N+](=O)[O-])cc2)ccc1O	104	98	96	101	112	106	96	93	88
OCCCc1n(Cc2ccc3ccccc3n2)c2ccccc2[n+]1Cc1ccc2ccccc2n1	106	92	75	92	75	96	60	80	61
O=C(O)c1ccccc1Nc1cccc(S(F)(F)(F)(F)F)c1	106	102	97	101	102	87	62	89	100
O=C(c1ccccn1)c1ccccn1	118	110	109	103	96	99	98	104	120
O=c1ccsc2ccccc12	105	107	87	·	110	113	·	108	·
CC1(C)CN1C(=O)NCCCCCCNC(=O)N1CC1(C)C	102	107	97	98	100	104	87	100	101
CCNC(=O)Nc1ncccc1OCc1cccc(Cl)c1	97	109	98	101	96	108	76	88	92
O=C(c1ccncc1)c1c(Cc2ccccc2)ccc2ccccc12	88	90	55	74	83	120	28	83	18
O=C1c2ccccc2C(=O)c2c(N=Nc3sc(=S)n(-c4ccc(O)cc4)c3O)cccc21	52	13	73	83	44	107	74	32	52
Cc1nc2n(c(=O)c1CCN1CCC(c3noc4cc(F)ccc34)CC1)CCC[C@@H]2O	97	105	92	·	105	103	·	100	105
CC1=C(C(=O)c2cnccn2)C(c2ccccc2[N+](=O)[O-])NC(=O)N1 (stereo unspecified)	105	109	101	102	102	·	88	109	110
OCC1OC(n2cnc3c(Cl)ncnc32)C(O)C1O (stereo unspecified)	63	82	86	84	115	99	73	89	106
CON1CCC(c2cn(S(=O)(=O)N(C)C)cn2)c2[nH]ccc2C1=O (stereo unspecified)	105	106	102	93	97	99	92	100	107
CCCCCCCSc1nc(N)nc2nc[nH]c12	94	102	88	99	109	80	72	102	100
O=C(CC1Sc2ccccc2NC1=O)NNc1ccc(Cl)cc1Cl (stereo unspecified)	69	96	78	70	72	94	86	76	73
O=C1C=CC(=O)N1c1ccc(Cl)cc1Cl	107	115	102	108	·	100	81	112	102
CCN1C(=O)C(CC(=O)C(C)(C)C)C(c2ccc3c(ccc4ccccc43)n2)C1=O (stereo unspecified)	90	98	92	101	89	116	93	88	96
Cc1ccc(C(=O)Nc2ccc(CN3CCN(C)CC3)c(C(F)(F)F)c2)cc1C#Cc1cncc2ncccc12	4.2*	·	-84*	-96*	-88*	-13*	2.8*	5.5*	-83*
O=C(CSc1nc2sc3c(c2c(=O)n1-c1ccc(Cl)cc1)CCCC3)N/N=C/C=C/c1ccccc1	-11*	-17*	-75*	35	-31*	-11*	2.3*	-36*	-5.5*
COc1ccc(S(=O)(=O)N2CC3(COC3)C2)cc1NC(=O)c1[nH]c(C)c2c1CCCCC2=O	91	71	59	56	57	40	32	53	44
NCc1cc(Nc2ccnc3cc(Cl)ccc23)ccc1F	91	94	89	89	87	96	80	79	86
O=C(/C=C(O)/C=C/c1ccc2[nH]ccc2c1)/C=C/c1ccc2[nH]ccc2c1	103	106	89	106	98	99	79	96	92
Cc1cc(C)c([N+](=O)[O-])c(O)c1	100	103	98	126	116	112	·	110	119
CCOC(=O)C1=C(C(=O)c2cccc3ccccc23)C(c2ccccc2[N+](=O)[O-])C(C(=O)c2cccc3ccccc23)=C(C(=O)OCC)N1	104	98	78	88	95	96	90	89	79
O=C(/C=C/c1ccc([N+](=O)[O-])cc1)c1cccc(Nc2nc(Nc3ccccc3)nc(Nc3ccccc3)n2)c1	68	81	61	76	80	81	79	83	52

New compounds follow
SMILES	NCI/ADR-RES	NCI-H460	NCI-H23	NCI-H322M	OVCAR-4	SK-OV-3	NCI-H522	NCI-H226	IGROV1
C/C(=N\NC(=O)CC#N)c1cc2cc(Cl)ccc2o1	110	94	97	97	92	99	84	95	97
NCCCN1CCCC1	98	111	86	115	110	94	98	117	120
N#Cc1ccc(Nc2cc(Cl)nc(N)n2)cc1	100	107	95	88	111	119	98	91	99
CCCC(CC)(C(=O)Nc1ccc2nc(C)cc(N)c2c1)C(=O)Nc1ccc2nc(C)cc(N)c2c1	109	106	94	108	84	93	92	98	111
Cc1ccc(-c2nc(C#N)c(S(=O)(=O)N3CCN(S(=O)(=O)c4ccccc4)CC3)o2)cc1	4.8*	33	·	78	-1.2*	115	-88*	69	-64*
Nc1nc2c(ncn2COC(CO)CO)c(=O)[nH]1	103	109	101	·	105	108	·	110	111
O=C(Nc1cc(=O)[nH]c(SCC(=O)N2CCN(c3cc4c(cc3F)c(=O)c(C(=O)O)cn4C3CC3)CC2)n1)c1ccccc1	98	99	77	90	95	95	46	83	95
Cc1nn(-c2ccccc2)c2nc(C)n(CC(=O)Nc3ccc(C(=O)N[C@@H](CCC(=O)O)C(=O)O)cc3)c(=O)c12	98	105	98	96	103	95	97	100	104
CC1=C(C(=O)O)N2C(=O)[C@@H](NC(=O)[C@H](N)C3=CCC=CC3)C2SC1 (stereo partly specified)	114	138	109	105	101	94	100	95	109
COc1cccc(NC(=O)Cn2cc(CN3CCN(c4ccnc5cc(Cl)ccc45)CC3)nn2)c1	95	97	95	91	86	74	81	82	85
O=C(Nc1ccccc1C(=O)N/N=C/c1cc2ccccc2cn1)c1ccccc1	63	38	82	71	69	82	68	85	60
COc1ccc(OC)c(-c2nc(SCC(=O)c3ccccc3)nc(Nc3ccc(S(N)(=O)=O)cc3)c2C#N)c1	95	89	98	90	85	112	93	93	97
C=CC(c1ccccc1)c1nc2ccccc2s1 (stereo unspecified)	89	94	81	93	85	88	62	74	49
O=C(Cn1c(/C=C/c2ccccc2)nc2ccccc2c1=O)Nc1ccc(Cl)cc1	67	39	60	75	-22*	40	77	30	68
COc1ccc(-c2cc(-c3ccc(Cl)cc3)c(C#N)c(=O)n2CCCCC(=O)O)cc1	104	105	105	102	101	113	93	99	102
FC(F)(F)c1cccc(/C=C/c2nn3c(-c4ccco4)nnc3s2)c1	111	107	·	98	100	139	100	101	99
CCNC(=O)N1CCc2cc(OC)c(OCCc3ccc(OC)cc3)cc2C1c1ccc([N+](=O)[O-])cc1C (stereo unspecified)	12	2.4*	21	45	54	51	-8.4*	38	25
O=C(NOC1OC(CO)C(O)C(O)C1O)Nc1ccc([N+](=O)[O-])cc1 (stereo unspecified)	110	111	102	105	98	107	85	91	·
Cc1cc2c3ccccc3ncn2n1	102	107	94	98	101	99	95	94	105
CCOC(=O)/C(=C\c1ccc(C)cc1)C(C)=O	109	103	110	97	98	139	110	101	106
Cc1ccc(C2CC(c3cccs3)=NN2c2ccc(S(N)(=O)=O)cc2)s1 (stereo unspecified)	85	89	107	98	110	101	63	90	99
CCCCCC(=N\N=C(N)N)/C(C)=N/N=C(N)N	100	84	79	87	94	89	88	80	99
N#Cc1c(-c2ccccc2)nc(=S)[nH]c1Cl	105	110	95	126	95	74	88	99	106
CCOc1ccccc1NC(=O)c1cc(-c2ccc(OC)cc2)n(-c2ccc(S(C)(=O)=O)cc2)n1	91	95	94	95	80	96	69	77	112
COc1ccc(-c2cc(SCCCC(=O)O)cc(-c3ccc(Cl)cc3)c2)cc1	99	108	98	103	105	96	89	106	93

Taken from above (four entries):
SMILES	NCI/ADR-RES	NCI-H460	NCI-H23	NCI-H322M	OVCAR-4	SK-OV-3	NCI-H522	NCI-H226	IGROV1
CC1=C(C(=O)O)N2C(=O)[C@@H](NC(=O)[C@H](N)C3=CCC=CC3)C2SC1 (stereo partly specified)	114	138	109	105	101	94	100	95	109
COc1cccc(NC(=O)Cn2cc(CN3CCN(c4ccnc5cc(Cl)ccc45)CC3)nn2)c1	95	97	95	91	86	74	81	82	85
O=C(Nc1ccccc1C(=O)N/N=C/c1cc2ccccc2cn1)c1ccccc1	63	38	82	71	69	82	68	85	60
COc1ccc(OC)c(-c2nc(SCC(=O)c3ccccc3)nc(Nc3ccc(S(N)(=O)=O)cc3)c2C#N)c1	95	89	98	90	85	112	93	93	97

Next compounds:
SMILES	NCI/ADR-RES	NCI-H460	NCI-H23	NCI-H322M	OVCAR-4	SK-OV-3	NCI-H522	NCI-H226	IGROV1
CCC1S(=O)(=O)OCCOS1(=O)=O	106	107	100	107	100	107	102	99	105
COc1ccc(/C=C2\SC(=O)N(Cc3cc(=O)oc4ccc(Cl)cc34)C2=O)cc1	100	107	101	90	110	105	89	106	104
Cc1ccc(C(=O)c2ccc(O)cc2)cc1	105	106	104	133	100	110	·	106	127
COc1ccc(/C(=C\c2ccc3c(c2)OCO3)C(=O)Nc2nc3ccc(C)cc3s2)cc1OC	100	100	96	87	116	99	82	91	104
O=C(COc1ccc(/C=C2\Cc3ccccc3C2=O)cc1)c1ccc(Cl)cc1	93	101	89	123	112	112	·	98	·
C#CCN1CC(=O)N2[C@@H](c3ccccc3)SC[C@H]2C1=O	109	110	104	109	107	115	104	108	112
S=C(Nc1ccc(-c2nc(N3CCOCC3)c3cccn3n2)cc1)Nc1cccnc1	26	43	38	36	43	22	4.3*	38	11
COc1cc(Cc2cc(-c3ccccc3)nn(C/C(=N/O)c3ccccc3)c2=O)cc(OC)c1OC	70	81	90	92	66	107	52	72	83
Cn1ncc2c(=O)[nH]nnc21	110	104	109	120	122	117	120	116	118
Nc1cc(-c2ccccc2)ccc1O	88	102	101	87	91	113	96	112	115
Clc1ccc(C2=NN(c3ccc(Cl)cc3)C(c3cccc(Nc4ccnc5cc(Cl)ccc45)c3)C2)cc1 (stereo unspecified)	74	93	85	88	73	61	·	88	75
CC1CCCCC1CNCC1CCCCC1C (stereo unspecified)	98	102	94	102	97	103	83	173	111

Source: PubChem (NCI)

The order is random (roughly 11% active in at least one column).
